# Screens as filed in PubChem BioAssay.
# Calpain2 inh: calpain II (pig) inhibition. 0.37% of 220,000 active. inhibition, % at 16 µM. purified calpain II, fluorogenic peptide substrate, 30 min;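 active = inhibition above about 50%, limit read from the data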
# TbHK1 inh: blocks Trypanosoma brucei hexokinase 1 activity; inhibition, % at 10 µM; 0.11% of 220,000 active; recombinant TbHK1, G6PDH-coupled NADH A340;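 active = inhibition of 50% or more in the single-dose primary screen; inactive = inhibition below 50%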
# EP2 antag: inhibitors of human EP2 prostaglandin E2 receptor. P43116. C6 glioma cells expressing human EP2, cAMP TR-FRET; cells stimulated with saturating PGE2. inhibition, % at 25 µM. 0.52% of 260,000 active. AID 1422;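 active = percent inhibition above 40 after rounding to a whole number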;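 note: rat C6 glioma host cells with rolipram phosphodiesterase inhibitor present; the protocol text gives 20 µM as final concentration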
# eIF4E-4G inh: eIF4E/eIF4G interaction inhibition in translation initiation | P63073+Q04637 | TR-FRET eIF4E-eIF4GI(517-606) binding, 2 h | inhibition, % at 21.7 µM | 0.37% of 220,000 active;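 active = inhibition above about 30%, limit read from the data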;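 note: 0% = full FRET control wells and 100% = background wells lacking eIF4GI fragment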
# Hck Nef HTS: inhibitors of human Hck kinase activated by Nef | Recombinant Hck-YEEI plus Nef, Z-Lyte FRET kinase assay | 0.68% of 220,000 active | inhibition, % at 20 µM | P08631;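 active = Hck-Nef kinase inhibition above about 50%, limit read from the data; inactive = inhibition below that limit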;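 note: 0% = DMSO with Hck plus Nef and 100% = Hck alone without Nef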
# Target sequence (P08631 whole entry, looked up): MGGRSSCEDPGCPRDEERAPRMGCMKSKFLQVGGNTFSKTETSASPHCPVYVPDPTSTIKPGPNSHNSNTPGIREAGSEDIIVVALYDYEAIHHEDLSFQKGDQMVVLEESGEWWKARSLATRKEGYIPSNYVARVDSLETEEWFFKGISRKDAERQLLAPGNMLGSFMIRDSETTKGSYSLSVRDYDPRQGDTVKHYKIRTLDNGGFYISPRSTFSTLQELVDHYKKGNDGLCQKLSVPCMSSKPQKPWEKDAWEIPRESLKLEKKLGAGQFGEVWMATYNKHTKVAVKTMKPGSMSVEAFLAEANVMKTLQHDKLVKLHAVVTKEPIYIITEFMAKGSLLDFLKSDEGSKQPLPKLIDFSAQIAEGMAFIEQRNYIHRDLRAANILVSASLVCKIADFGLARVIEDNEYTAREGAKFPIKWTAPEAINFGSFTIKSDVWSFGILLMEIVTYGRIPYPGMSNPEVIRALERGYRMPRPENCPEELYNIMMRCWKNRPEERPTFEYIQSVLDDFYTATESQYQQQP
# 14-3-3 Bad inh: disrupts binding of bovine 14-3-3 zeta to phospho-Bad peptide; inhibition, % at 21.7 µM; TR-FRET 14-3-3zeta/Dy647-pBad peptide displacement, 1 h; 0.71% of 220,000 active;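 active = inhibition above about 70%, limit read from the data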;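 note: 0% = full 14-3-3 plus peptide FRET controls and 100% = background without 14-3-3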
# Target sequence (P63103 whole entry, looked up): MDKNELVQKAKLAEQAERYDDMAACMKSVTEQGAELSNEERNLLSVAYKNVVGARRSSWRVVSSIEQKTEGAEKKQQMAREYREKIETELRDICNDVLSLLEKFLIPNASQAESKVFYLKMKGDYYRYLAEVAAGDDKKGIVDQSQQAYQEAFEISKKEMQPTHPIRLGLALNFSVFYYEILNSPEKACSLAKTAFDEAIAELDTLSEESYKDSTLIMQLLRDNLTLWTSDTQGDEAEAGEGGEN
# Rad51 HR inh: blocks human Rad51 in homologous recombination; Q06609; hRad51 DNA strand exchange, fluorescence dequenching; inhibition, % at 10 µM; 0.085% of 200,000 active; AID 1385;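 active = inhibition above 40% at the single screening dose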;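 note: 0% = DMSO control wells and 100% = blanks with heterologous ssDNA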
# Target sequence (Q06609 whole entry, looked up): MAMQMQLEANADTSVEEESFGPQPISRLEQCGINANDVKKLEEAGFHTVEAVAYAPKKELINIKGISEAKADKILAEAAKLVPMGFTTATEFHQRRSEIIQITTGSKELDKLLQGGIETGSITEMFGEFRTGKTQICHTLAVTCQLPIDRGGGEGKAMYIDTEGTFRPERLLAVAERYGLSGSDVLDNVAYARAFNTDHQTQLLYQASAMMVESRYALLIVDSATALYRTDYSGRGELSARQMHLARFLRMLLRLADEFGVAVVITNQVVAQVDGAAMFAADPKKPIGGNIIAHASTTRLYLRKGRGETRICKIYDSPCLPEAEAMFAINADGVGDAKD
#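 Material: Human Rad51 nucleoprotein filaments preassembled on unlabelled ssDNA | Also added: Labelled 47-mer dsDNA for strand exchange | Dosing: Single dose, 10 µM final compound | Schedule: 30-min compound preincubation and 15-min exchange, both room temperature | Technique: Fluorescence dequenching at 485/520 nm | Measure: Percent inhibition relative to plate controls and blanks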
# EP2 mod: modulators of human EP2 prostaglandin E2 receptor | P43116 | EP2-expressing cells, cAMP HTRF FRET, PGE2 co-stimulation | induction, % at 25 µM | 0.83% of 260,000 active;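 active = compounds whose cAMP rise, as percent of the full-agonist control response, exceeds 60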;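 note: rat C6 glioma line stably carrying human EP2 under a CMV promoter; the protocol text gives 20 µM as final concentration; 100% = response of wells given 1 µM PGE2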
# zVAD death inh: blocks zVAD induced death of L929 cells; viability rescue, % at 10 µM; 0.38% of 220,000 active; L929 zVAD necroptosis rescue, ATP luminescence, 24 h; with zVAD 60 µM;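 active = activation, scaled between plate controls, above about 75%, limit read from the data; inactive = activation under that limit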;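 note: 0% = zVAD with DMSO and 100% = DMSO alone without zVAD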
# * = called active by the depositor; i = inactive; x = not tested or not shown; & = joins results of further samples; [ ] = remark or other dose.
SMILES,Calpain2 inh,TbHK1 inh,EP2 antag,eIF4E-4G inh,Hck Nef HTS,14-3-3 Bad inh,Rad51 HR inh,EP2 mod,zVAD death inh
CN1CCN(/N=C/c2cccc(Cl)c2Cl)CC1,-11.2,-6.9,7.3,1.8[fluorescence artefact?],0.0,-4.6,-6.3,-1.5,0.3
O=c1cc(CN2CCN(C/C=C/c3ccccc3)CC2)c2cc(O)ccc2o1,-15.7,-7.7,8.7,0.3,-0.2,-9.2,-7.8,-25.9,0.1
CCOC(=O)c1c(C)c(C(=O)N2CCN(C(=O)c3ccco3)CC2)c(C)n1C,-8.2,-0.7,4.0,0.8,2.9,-10.5,-0.7,-4.5,0.7
O=C(Cc1cccs1)Nc1nnc(-c2ccccc2)s1,-4.7,2.9,7.6,-6.8,25.4,-3.1,-0.4,-65.4,5.4
CC(CCc1ccccc1)NC(=O)COC(=O)c1cccs1 (stereo not drawn),-2.1,0.8,6.5,4.2,15.6,-6.8,27.5,17.9,-0.6
Cc1cc(/C=N/O)c(C)n1-c1cccc(Cl)c1,-11.4,1.1,6.0,-3.2,-0.1,-13.0,-162.3,5.4,-1.3
O=C1C=C(NCc2ccc(Cl)cc2)CCC1,32.5,0.9,2.7,-0.8,0.3,-10.6[fluorescence artefact?],1.9,21.9,-1.4
Cc1[nH]c2ccccc2c1C(=O)CSC(=S)N1CCOCC1,-8.2,-3.6,4.6,0.3,23.3,6.5,4.6,-51.4,0.2
Cc1nc(=O)c(-c2ccccc2)c(C)n1-c1ccc(O)cc1,12.5,4.0,5.2,11.8,0.2,-25.9[fluorescence artefact?],0.2,1.4,0.7
NS(=O)(=O)c1ccc(NC(=O)C2Cc3ccccc3C(=O)O2)cc1 (stereo not drawn),14.8,8.2,5.4,-4.2,7.1,-1.0,-5.0,8.2,-1.1

# Three records drawn at random from the list so far:
SMILES,Calpain2 inh,TbHK1 inh,EP2 antag,eIF4E-4G inh,Hck Nef HTS,14-3-3 Bad inh,Rad51 HR inh,EP2 mod,zVAD death inh
CCOC(=O)c1c(C)c(C(=O)N2CCN(C(=O)c3ccco3)CC2)c(C)n1C,-8.2,-0.7,4.0,0.8,2.9,-10.5,-0.7,-4.5,0.7
O=c1cc(CN2CCN(C/C=C/c3ccccc3)CC2)c2cc(O)ccc2o1,-15.7,-7.7,8.7,0.3,-0.2,-9.2,-7.8,-25.9,0.1
O=C1C=C(NCc2ccc(Cl)cc2)CCC1,32.5,0.9,2.7,-0.8,0.3,-10.6[fluorescence artefact?],1.9,21.9,-1.4

# Additional results:
SMILES,Calpain2 inh,TbHK1 inh,EP2 antag,eIF4E-4G inh,Hck Nef HTS,14-3-3 Bad inh,Rad51 HR inh,EP2 mod,zVAD death inh
CCN(CC)N=Nc1[nH]nc2nc(C)cc(C)c12,13.6,-12.9,21.3,-4.8,-1.0,-1.8,-5.7,-8.4,0.2
COc1cccc(NC(=O)Nc2cccc(C(=O)O)c2)c1,10.8,-8.4,9.2,-1.8,-7.9,-4.0,14.8,-10.4,-0.7
Cn1ccnc1SCC(=O)c1c[nH]c2ccccc12,-21.9,-8.7,11.6,1.5,-2.6,-6.3,7.7,-19.4,0.1
CCN(C(=O)CSc1nnnn1C)c1c(N)n(Cc2ccccc2)c(=O)[nH]c1=O,-31.5,-4.6,12.0,3.8,19.2,-4.0,5.5,38.5,17.6
Cc1ccccc1N(CC(=O)NC(C)(C)C)C(=O)c1ccc(-c2ccccc2)[nH]1,36.4,-1.8,6.9,-2.8,0.8,-1.6,0.8,7.9,0.7
COC(=O)c1nnn(CC(=O)NC(=O)Nc2ccc(F)cc2)c1C(=O)OC,-3.4,-0.1,7.5,-1.8,1.2,-3.9[fluorescence artefact?],-43.8,-9.1,0.1
O=C1C2CC=C(Cl)CC2C(=O)N1CCc1c[nH]c2ccccc12 (stereo not drawn),-13.9,3.8,2.7,9.6,8.7,0.5,-4.0,-29.9,6.8
CN(Cc1ccccc1)S(=O)(=O)c1ccc(Cl)nc1,8.3,-2.4,14.2,-3.9,0.1,-5.4,-3.0,24.3,-0.1
Cc1ccc(-c2csc3ncnc(SCC(=O)Nc4nnc(C)s4)c23)cc1,-127.7,-2.0,19.8,-2.5,0.3,32.2[fluorescence artefact?],-5.3,5.8,0.5
c1cnc2nc(-c3ccc4c(c3)OCO4)cn2c1,-273.4,-38.3,2.7,6.0,9.0,4.2,x,-24.2,0.9
O=C(OCCN1CCCC1)C1(c2ccccc2)CCCC1,2.8,0.9,0.2,-3.0,-3.7,-2.6,-20.5,-13.5,-0.3
Cc1ccc(N2CCCCn3c2nc2c3c(=O)n(CC(=O)O)c(=O)n2C)cc1,-11.4,1.8,10.5,-2.2,3.2,7.9,6.8,20.5,-0.1
CCCCCC[N+](C)(C)CCSSCC[N+](C)(C)CCCCCC,-28.4,-3.7,9.2,-0.2,7.4,-5.8,4.5,8.6,-0.1
O=C1CCCc2c1cc(-c1ccccc1)n2-c1ccc(O)cc1,19.3,29.9,0.3,-3.8,0.0,16.1,-3.7,-19.9,0.6
Nc1cc(=O)[nH]c(=O)n1-c1ccc(Cl)cc1,2.3,-13.8,9.1,1.0,24.9,-2.2,8.1,7.9,0.5
Cc1cc(C)nc(-n2nc(C)c(Br)c2Nc2ccc(Br)cc2)n1,-10.2,19.8,2.6,0.1,-12.3,7.1,2.5,50.6,-0.7
Cc1ccc(O)c(CNn2cnnc2)c1,20.1,4.7,4.4&3.2,-2.9,7.7,-15.3,3.4,1.4&26.1,-0.3
CCOC(=O)Cc1c(C)nc2c(C#N)c[nH]n2c1=O,-25.8,0.7,9.7,6.3,1.8,23.9[fluorescence artefact?],-5.3,7.3,1.1
Cn1cc(Br)c(-c2cccc(NC(=O)CCCC(=O)O)c2)n1,18.3,-8.3,3.7,3.1,5.7,-2.0,x,-0.1,-0.1
CCCCn1c(SCC(=O)N2CCC(C)CC2)nc2cc(S(N)(=O)=O)ccc21,21.3,-0.6,7.1,8.8[fluorescence artefact?],2.9,-9.6,6.0,-2.5,-0.5
O=C1c2ccccc2C2=Nc3ccccc3SC(c3ccccc3F)C12 (stereo not drawn),32.3,4.4,11.9,-1.4,-0.9,1.6,2.4,-25.4,-0.3
CCCCOC(=O)Nc1nccs1,-25.5,-1.7,3.4,-1.4[fluorescence artefact?],5.6,5.7,13.2,24.1,0.7
Cc1ccc(C)c(S(=O)(=O)NCc2ccc(C(=O)N3CCCCCC3)cc2)c1,30.2,4.7,4.5,-14.2,1.1,7.3[fluorescence artefact?],x,22.7,-1.1
CCOC(=O)CSc1nncc2ccc(OC)c(OC)c12,10.3,-5.1,3.0,-9.7,6.0,-13.2,-5.0,17.4,0.4
Cc1sc(NC(=S)NC(=O)c2ccccc2)c(C#N)c1C,x,-7.0,15.9,x,4.4,x,-7.0,x,x
COc1ccccc1-n1cnc2cc(NS(=O)(=O)c3ccccc3)ccc21,16.9,1.4,18.2,14.8,-1.2,-3.2,2.2,-25.0,0.9
S=C(NCCc1ccccn1)Nc1ccccc1,2.1,8.7,6.0,-0.6,13.3,-2.5,-7.2,-18.6,-0.6
Oc1oc(-c2ccco2)nc1C=Nc1cccc(Cl)c1,25.7,-5.0,0.8,-5.3,-20.6,-41.6[fluorescence artefact?],0.2,-32.9,1.1
C=CCn1c2[n+](c3ccccc3c1=O)CCCCC2,-34.9,-8.6,10.1,3.7,7.7,25.3,1.2,23.0,0.8
Cc1cc(C)c([N+](=O)[O-])cc1NC(=O)CCS(=O)(=O)c1ccccc1,20.0,-1.4,5.7,4.7,8.2,3.3,15.2,-33.7,-0.5
Fc1ccc(CN2CCCCCCC2)cc1,7.5,-1.3,3.3,0.8,-1.2,29.6,0.8,15.2,0.6
CSc1ncccc1C(=O)NCC1CCCCC1,41.5,2.8,-1.2,-1.4,12.7,-7.0,-2.4,4.4,1.6
CCOc1ccc(CCNc2cc(C)nc3ncnn23)cc1OCC,-7.7,-7.2,2.2,0.0,-1.9,2.8,x,5.2,x
CCCSc1nnc(Cc2cc(=O)[nH]c(=O)[nH]2)n1-c1cc(C)ccc1C,-16.2,3.1,9.8,1.6,7.4,5.3[fluorescence artefact?],0.6,25.4,-0.1
Cc1cccc2cc(C(c3nnnn3CC3CCCO3)N3CCOCC3)c(=O)[nH]c12 (stereo not drawn),-16.6,-14.6,6.0,1.9,-2.3,6.3,2.6,2.8,0.2
CCCC1OC23CCCCC2C(C#N)(C(=N)O3)C1(C#N)C#N (stereo not drawn),-68.8,2.6,-0.6,-0.5[fluorescence artefact?],2.0,-10.0[fluorescence artefact?],-11.2,2.5,0.1
Cc1cccc(C(=O)Nc2cc(C)ccc2NC(=O)COc2ccccc2)c1,-23.9,-3.6,9.6,-16.0,4.5,5.3,-2.2,0.2,0.3
O=C1CC(Cc2ccc(Cl)cc2)C(=O)N1c1ccccn1 (stereo not drawn),8.6,2.6,x,0.9,0.1,-2.1,x,2.8,-0.4
CCOC(=O)c1cnn(-c2cc(Oc3ccccc3)ncn2)c1N,-9.8,3.3,14.1,2.7[fluorescence artefact?],0.1,-6.3,-0.4,9.4,0.0
Nc1nnc(-c2cccc([N+](=O)[O-])c2)s1,-39.8,-3.2,6.4,0.4,18.7,-5.3,-4.3,12.4,4.5
O=C(CN(Cc1cccs1)C(=O)CNS(=O)(=O)c1ccc(Cl)cc1)NCC1CCCO1 (stereo not drawn),13.8,-2.5,4.2,1.7,53.4*,-2.8,-11.8,-24.0,-1.1
CC1CCCCN1C(=O)c1ccc(S(=O)(=O)N2CCCCC2C)cc1 (stereo not drawn),19.0,-2.4,15.8,-7.9,-0.1,27.2[fluorescence artefact?],-2.1,-36.3,1.2
CN(C)C(=O)N1CCC(C(=O)N2CCCC(C(=O)c3cccc4ccccc34)C2)CC1 (stereo not drawn),31.1,-8.4,0.0,2.8,-3.8,5.8,x,-0.8,-0.4
CCn1c2ccccc2c2cc(NC(=O)COC(=O)c3ccccc3Br)ccc21,28.2,-2.7,4.7,-1.8[fluorescence artefact?],0.8,-1.5[fluorescence artefact?],-2.6,-6.2,6.8
COc1ccc(CCN2C(=O)CC(NNC(=O)c3cccc(O)c3)C2=O)cc1 (stereo not drawn),-7.0,32.0,12.2,2.3,2.1,-15.1,2.8,-15.3,0.7
Cc1cccn2c(=O)c3cc(C(=O)NCCc4ccccc4)c(=N)n(CCCn4ccnc4)c3nc12,i,-10.7,4.3,-1.4[fluorescence artefact?],60.8*,-11.3[fluorescence artefact?],1.4,-3.0,-0.5
Cn1c(=O)[nH]c(=O)c2c1nc(SCCN1CCCCC1)n2CCCc1ccccc1,34.1,-0.7,13.5,-5.2,1.0,4.3[fluorescence artefact?],-1.0,6.5,-0.5
CC(C)n1c(SCC(=O)Nc2ccccc2)nc2c1c(=O)[nH]c(=O)n2C,1.5,-3.6,9.7,5.5,7.1,-1.7,-10.3,6.6,1.2
CCOC(=O)CC(=O)CSc1ccc2nnc(-c3cccc(F)c3)n2n1,-239.6,3.7,2.4,-4.4,3.4,-14.3,2.4,-11.1,-0.2
Cc1cc(C)nc(N/N=C/C2=C(O)CC(c3ccc(F)cc3)CC2=O)n1 (stereo not drawn),-1.7,1.3,5.5,2.9,13.6,-11.2,15.4,-9.4,6.0
CC1(c2ccc(Cl)cc2)NC(=O)N(CC(=O)N2CCCC2)C1=O (stereo not drawn),-17.9,1.7,12.1,7.5[fluorescence artefact?],1.6,-8.1,8.5,-2.4,-0.2
CC(C)CNC(=O)c1cc2nc(C3CC3)cc(C(F)(F)F)n2n1,x,-9.5,7.0,x,-1.1,x,-5.1,x,0.9
CCOC(=O)c1cccc(NC(=O)Cn2c(CC(=O)N3CCCC3)nc3ccccc32)c1,5.5,-2.6,10.0&9.7,-7.6,2.4,-2.9,-1.8,-13.0&-5.3,0.0

# Some of the compounds tested. The share of hits here may be higher or lower than overall.
